Screening data deposited in PubChem by National Center for Advancing Translational Sciences (NCATS).
S3 lipid droplet: qHTS Assay for Lipid Storage Modulators in Drosophila S3 Cells | Drosophila S3 cells, BODIPY lipid droplet fluorescence, 18-24 h; cells fed with added oleic acid | lipid storage change, negative = inhibition, % at the top dose, mostly 46.1 µM; hits show Potency in µM | actives 0.64% (n = 320,000); active means well fitted inhibition curve with a large enough effect in the signal ratio, with a control signal flat, not every such curve was filed as active; inconclusive means small, poorly fitted or top-dose-only effect, or effect the other way, or a change in a side signal; the % refers to the signal ratio
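Drosophila S3 cells got compounds at several concentrations plus oleic acid (400 uM solution). Laser-scanning cytometry with 488 nm excitation read lipid droplets at 500-530 nm and cells at 575-640 nm. Percent activity was relative to 20 uM Triacsin C.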
S3 lipid droplet cell count max: further read-out of S3 lipid droplet, marked with its call; cell number change, %; measured here: cell count max response;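 cells counted by Cell Tracker Red CMTPX staining in the red channel; peak over a dose series mostly up to 46.1 µM; percent activity relative to internal control wells on each plate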
An asterisk follows results filed as active; i = inactive; ? = inconclusive; . = no result given; [ ] = dose if it differs, or a comment. On the % scale 0 is the no-effect control and ±100 the full control effect; potency means the concentration at half of the fitted maximal effect. The list is partial (hit frequency here may not be typical).

S3 lipid droplet,S3 lipid droplet cell count max,Structure
?,.,O=C(N/N=C/c1cccnc1)c1ccc(CN2c3cccc4cccc(c34)S2(=O)=O)cc1
3%,4,O=C1CN(C(=O)c2cccc(S(=O)(=O)N3CCCC3)c2)c2ccccc2N1
?,.,CC(C)(C)OC(=O)NCC1CCN(S(=O)(=O)Cc2ccccc2)CC1
?,.,COc1ccc(CCN2C(=O)CC(NCCc3ccc(S(N)(=O)=O)cc3)C2=O)cc1OC (stereo not given)
7%,15,O=C(Cn1c(=O)n(-c2ccccc2)c(=O)c2sccc21)NCc1ccccc1
?,.,CC12CCC(=O)N1C(C(=O)Nc1cccc(S(=O)(=O)N3CCCCC3)c1)CS2 (stereo not given)
0%,.,COn1c(-n2nc(C)cc2C)nc2ccccc2c1=O
18%,5,Cc1cc(OCC(=O)N(Cc2cccs2)C2CCS(=O)(=O)C2)ccc1Cl (stereo not given)
?,.,CCCn1c2ccccc2c2cn[nH]c(=O)c21
17%,1,Cc1ccc(Nc2nnc(SCC(=O)c3c(N)n(C4CC4)c(=O)[nH]c3=O)s2)cc1C
5%[9.22 µM],.,O=c1[nH]ccc2c([N+](=O)[O-])cccc12
?,.,CCCCC(=O)NC(c1ccc([N+](=O)[O-])cc1)c1c(O)ccc2ccccc12 (stereo not given)
?,.,COc1ccc(C(=O)Nc2cc(C)ccc2NC(=O)COc2ccccc2)cc1
?,.,O=c1c2ccccc2c(=O)n(Cc2ccccc2)n1Cc1ccccc1
?,.,COCCNC(=O)CSc1nc2nc(C)cc(C)n2n1
i,-8,COc1ccccc1/C=N/NC(=O)c1ccc2c(c1)OCO2
15%[0.0737 µM],.,COc1ccccc1N(C)S(=O)(=O)c1ccc(Cl)c(C(=O)Nc2cccc(C)n2)c1
?,.,Cc1ccn2c(=O)nc(SCC(=O)N3CCC(C)CC3)nc2c1
1%,-4,COCCCNC(=O)CCc1nc2cccnc2n1Cc1ccccc1
i,16,CCOC(=O)C1CCN(S(=O)(=O)c2ccc(Cl)cc2OC)CC1
?,.,COc1ccc2cc([C@H](C)C(=O)N(C)Cc3ccccc3N3CCCC3)ccc2c1
?,.,O=C1C2C3C=CC(C4CC34)C2C(=O)N1/N=C/c1ccc(-c2ccc(Cl)cc2[N+](=O)[O-])o1 (stereo not given)
?,.,CC(=O)NC(Cc1cc(C)ccc1C)C(=O)N1CCN(C(=O)Nc2ccc(C(C)=O)cc2)CC1 (stereo not given)
?,.,O=C(O)c1ccc(-n2cccc2/C=N\NC(=O)c2cc3cc(Br)ccc3o2)cc1
?,.,Cc1nc(SCC(=O)Nc2nc3ccccc3s2)n[nH]1
?,.,C=CCNc1oc(C2CCCC2)nc1C#N
?,.,CC1(C)CC(=O)c2c(-c3cccnc3)n[nH]c2C1
?,.,CN(Cc1cnccn1)C(=O)CC1C(=O)NCCN1Cc1c(F)cccc1Cl (stereo not given)
?,.,COc1ccc(/C=C/C(=O)c2sc(-c3ccccc3)nc2C)cc1
?,.,CCCCCOc1ccc(Cl)cc1CN1CCOCC1
?,.,C=CCOc1ccccc1CN1CCCCCC1
i,14,OCC[C@@H]1C[C@H](O)[C@@H](O)[C@]2(CCCc3ccccc3O2)O1
?,.,O=C(CSc1nnnn1-c1cccc(F)c1)NC1CCCCC1
-5%,9,O=S(=O)(NN=C1CCCCC1)c1ccccc1
?,.,COc1ccc(COCC(O)CN(Cc2ccccc2)C(C)C)cc1OC (stereo not given)
?,.,CC1(C)Cc2cccc(Oc3ccc(S(=O)(=O)N4CCCCC4)cn3)c2O1
-7%,3,CCCCN1C(=O)C2Cc3c([nH]c4ccccc34)CN2C1=S (stereo not given)
-4%,2,COc1cccc(/C=N/n2c(-c3cc(C)[nH]n3)n[nH]c2=S)c1
?,.,CC[C@H](C)C(=O)O[C@H]1CCC=C2C=C[C@H](C)[C@H](CC[C@@H]3C[C@@H](O)CC(=O)O3)[C@H]21
3%,-11,O=C(NNC(=O)c1cc([N+](=O)[O-])ccc1Cl)c1cccs1

Continued, starting with the last three of the part before.
S3 lipid droplet,S3 lipid droplet cell count max,Structure
-4%,2,COc1cccc(/C=N/n2c(-c3cc(C)[nH]n3)n[nH]c2=S)c1
?,.,CC[C@H](C)C(=O)O[C@H]1CCC=C2C=C[C@H](C)[C@H](CC[C@@H]3C[C@@H](O)CC(=O)O3)[C@H]21
3%,-11,O=C(NNC(=O)c1cc([N+](=O)[O-])ccc1Cl)c1cccs1
?,.,CCOC(=O)c1sc(NC(=S)NC(=O)CC(C)C)cc1C
?,.,NC(c1ccccc1)c1ccncc1 (stereo not given)
-3%,9,CCOc1ccc(N(C)S(=O)(=O)c2ccc(C)c(C(=O)NCc3cccs3)c2)cc1
15%,-6,CCN(c1cccc2ccccc12)S(=O)(=O)c1ccc(Cl)nc1
-10%,5,CCCCCCOc1ccc(C(CC(=O)NC)C(=O)O)cc1 (stereo not given)
?,.,CCCN(C(=O)CSCC(=O)Nc1ccc(OC)cc1)c1c(N)n(Cc2ccccc2)c(=O)[nH]c1=O
?,.,CCOc1cccc(/C=C/c2ccc3cccc(O)c3n2)c1O
?,.,O=C1CC(SCCO)C(=O)N1c1ccccc1 (stereo not given)
i,.,CC(=O)Nc1ccc(Cc2ccncc2)cc1
?,.,O=C(NC1=NCCS1)C1CC(=O)N(c2ccc(Cl)cc2)C1 (stereo not given)
-15%,-7,O=C(CNS(=O)(=O)/C=C/c1ccccc1)OCC(=O)N1CCC(Cc2ccccc2)CC1
26%,5,Cc1oc(-c2ccc(Cl)cc2)cc1-c1nn2c(-c3ccco3)nnc2s1
?,.,COc1ccccc1/C=C/C1=NC(=C\N(C)C)/C(=O)O1
?,.,CC(C(=O)Nc1cccc(Br)c1)c1ccc([N+](=O)[O-])cc1 (stereo not given)
12%,-15,CCOC(=O)CNC(=O)CSc1ncnc2c1cnn2-c1ccc(OC)cc1
?,.,COC(=O)[C@@]1(Cc2ccc(F)cc2)[C@H]2c3cc(C(=O)N4CCCC4)n(CCc4ccc(O)c(O)c4)c3C[C@H]2CN1C(=O)c1ccccc1
4%,0,COc1ccc(OC)c(C(=O)COC(=O)c2c(OC)cccc2OC)c1
?,.,COc1ccc(CNc2ncnc3ccccc23)cc1
i,-16,COc1cccc(NS(=O)(=O)c2c(C(=O)N3CCCCCC3)c(C)n(C)c2C)c1
?,.,CC(C)(C)NC(=O)COC(=O)CCC(=O)c1ccc(F)cc1
-27%,-14,C#CCOc1ccc(C2C(C#N)=C(N)Oc3cc(O)ccc32)cc1 (stereo not given)
?,.,CC1=C(C(=O)Nc2ccc(C(=O)NC(C)c3ccccc3)cc2)SCCO1 (stereo not given)
?,.,COc1ccc(CNC(=O)C(C)N2CCN(c3ccc(C(C)=O)cc3)CC2)cc1 (stereo not given)
-1%,-4,COc1cc(C(=O)Nc2nc3ccccc3[nH]2)cc(OC)c1OC
?,.,Cc1cccc(C(=O)n2cnnc2N)c1
?,.,CN1N=C2c3ccccc3CCC2C1c1ccc(Cl)cc1 (stereo not given)
?,.,Nc1nc(N2CCN(c3cccc(Cl)c3)CC2)n[nH]1
12%,3,CCN(CCn1cccn1)C(=O)CCc1nnc(CCCc2ccccc2)o1
-1%,-17,COc1cc(C(C)=O)ccc1O
7%,0,COc1ccccc1N1CCN(C(=O)c2cccc(N3C(=O)NC4CC3(C)Oc3ccccc34)c2)CC1 (stereo not given)
?,.,CCn1c(SCC(=O)NC2CC2)nnc1-c1ccc(C)cc1
?,.,Cc1ccc(S(=O)(=O)N2CCN(C(=O)CCCN3C(=O)NC4(CCCC4)C3=O)CC2)cc1C
10%,4,COc1ccc(NC(=O)c2cccc(C#N)c2)cc1NS(=O)(=O)c1ccc(F)cc1
?,.,CC(C)n1nnnc1SCC(=O)NCc1cccs1
?,.,O=C1CC(SCc2nc3ccccc3[nH]2)C(=O)N1c1ccc(F)cc1 (stereo not given)
?,.,O=C1NCCN1CCN1C(=O)c2ccccc2NC1c1ccccc1 (stereo not given)
-1%,11,Cc1cc(C)n2nc(N)c(N=Nc3ccccc3)c2n1
?,.,Cc1ccc(C(C(=O)NCc2ccccc2)N(Cc2ccco2)C(=O)c2snc(C(N)=O)c2N)o1 (stereo not given)
?,.,CC12CCC(C(=O)N(CSC(=S)N/N=C\c3ccccc3)C1=O)C2(C)C (stereo not given)
?,.,Cc1oc(S(=O)(=O)N2CCCCC2)cc1NC(=O)Nc1ccc(Cl)cc1
?,.,CCN(CC)CCN(Cc1cc2cc3c(cc2[nH]c1=O)OCO3)C(=S)NCCCOC
?,.,O=C(/C=C/c1ccc2c(c1)OCO2)c1cccnc1
?,.,CN(Cc1ccc(F)cc1)C(=O)c1cccc(S(=O)(=O)N2CCN(c3ccccc3)CC2)c1
-4%,-9,Cc1cnnn1-c1ccc([N+](=O)[O-])cc1
-3%,-3,COc1ccc(C2=CC(=O)C[C@H](c3ccc(F)cc3)C2)cc1OC
?,.,COCCCn1c(=O)c2ccccc2n(Cc2cc(C(=O)OC)ccc2OC)c1=O
?,.,Cc1ccc(NC(=O)CCc2nnc3ccc(N4CCC(C)CC4)nn23)nc1
9%,-7,COc1ccc(-c2cc(N)n(CCC#N)n2)c(OC)c1
?,.,COc1ccc(-c2nnc(SCC(=O)N3CCCCC3)o2)c(OC)c1
?,.,COc1ccc(-c2csc3ncnc(N4CCN(S(=O)(=O)c5ccc(C)c(C)c5)CC4)c23)cc1

The list continues:
S3 lipid droplet,S3 lipid droplet cell count max,Structure
i,7,COCc1ccc(CN2CCC(C(=O)Nc3cccc(-c4cscn4)c3)CC2)o1
-5%,16,COC(=O)c1cn(C(=O)c2cc(Br)ccc2Cl)c2ccccc12
-4%,17,CCOP(=O)(c1ccc(N(C)C)cc1)C(O)c1ccc(C)cc1 (stereo not given)
2%,-11,CCOc1ccc(C2C(C(=O)OC)=CN(C(C)c3ccccc3)C=C2C(=O)OC)cc1 (stereo not given)
?,.,C=CCn1c(C)cc(C(=O)CSc2nnc(C3CC3)n2C2CC2)c1C
-8%,.,Cc1cc(NC(=O)CSc2nc(N)c(NC(=O)c3ccco3)c(=O)[nH]2)no1
-6%,-5,O=C(/C=C/Nc1ccc(F)cc1F)c1cccs1
26%,23,CCN(C(=O)CSc1nc(-c2ccccc2)cn1N)c1c(N)n(Cc2ccccc2)c(=O)[nH]c1=O
i,.,COc1ccc(OC)c(C2C(C(=O)Nc3cccnc3)=C(C)NC3=C2C(=O)CCC3)c1 (stereo not given)
i,-20,C=CCn1c(CCC(=O)O)ccc1-c1ccc(OC)cc1
1%,-22,CCCCOC(=O)c1nc(Cl)c(Cl)c(N)c1Cl
-10%,-20,CC1CCN(S(=O)(=O)c2ccc(C(=O)Nc3nnc(C4=COCCO4)o3)cc2)CC1
-15%,-11,Cn1c(N)c(C(=O)COC(=O)c2cccc(S(=O)(=O)N3CCCCC3)c2)c(=O)n(C)c1=O
?,.,Cn1cccc1C1C(C#N)=C(N)OC2=C1C(=O)CCC2 (stereo not given)
-1%,16,Cc1ccc(C)c(NC(=O)Cn2c([N+](=O)[O-])cnc2C)c1
?,.,Brc1ccc(-c2nn3c(-c4ccco4)nnc3s2)o1
1%,-23,COC(=O)[C@@]1(Cc2ccc(OC)cc2)[C@H]2c3cc(C(=O)N4CCCC4)n(CCn4cc([N+](=O)[O-])nc4C)c3C[C@H]2CN1C(=O)c1ccccc1
i,.,COc1ccc(S(=O)(=O)N2CCCC2CNC(=O)C(=O)NCc2ccccn2)cc1 (stereo not given)
i,.,COc1ccccc1-n1ccnc(SCC(=O)NC2CCCC2)c1=O
?,.,N/C(=N\c1nc2ccccc2o1)NC(=O)c1ccc([N+](=O)[O-])cc1
?,.,CCOc1ccc(CNC(=O)C(C)n2ccc3cc(S(=O)(=O)N4CCCC4)ccc32)cc1 (stereo not given)

Of the compounds above, 15 contain a Cl atom:
S3 lipid droplet,S3 lipid droplet cell count max,Structure
18%,5,Cc1cc(OCC(=O)N(Cc2cccs2)C2CCS(=O)(=O)C2)ccc1Cl (stereo not given)
15%[0.0737 µM],.,COc1ccccc1N(C)S(=O)(=O)c1ccc(Cl)c(C(=O)Nc2cccc(C)n2)c1
i,16,CCOC(=O)C1CCN(S(=O)(=O)c2ccc(Cl)cc2OC)CC1
?,.,O=C1C2C3C=CC(C4CC34)C2C(=O)N1/N=C/c1ccc(-c2ccc(Cl)cc2[N+](=O)[O-])o1 (stereo not given)
?,.,CN(Cc1cnccn1)C(=O)CC1C(=O)NCCN1Cc1c(F)cccc1Cl (stereo not given)
?,.,CCCCCOc1ccc(Cl)cc1CN1CCOCC1
3%,-11,O=C(NNC(=O)c1cc([N+](=O)[O-])ccc1Cl)c1cccs1
15%,-6,CCN(c1cccc2ccccc12)S(=O)(=O)c1ccc(Cl)nc1
?,.,O=C(NC1=NCCS1)C1CC(=O)N(c2ccc(Cl)cc2)C1 (stereo not given)
26%,5,Cc1oc(-c2ccc(Cl)cc2)cc1-c1nn2c(-c3ccco3)nnc2s1
?,.,CN1N=C2c3ccccc3CCC2C1c1ccc(Cl)cc1 (stereo not given)
?,.,Nc1nc(N2CCN(c3cccc(Cl)c3)CC2)n[nH]1
?,.,Cc1oc(S(=O)(=O)N2CCCCC2)cc1NC(=O)Nc1ccc(Cl)cc1
-5%,16,COC(=O)c1cn(C(=O)c2cc(Br)ccc2Cl)c2ccccc12
1%,-22,CCCCOC(=O)c1nc(Cl)c(Cl)c(N)c1Cl
